BCLXL inh: blocks human Bcl-xL binding to Bim BH3 peptide | inhibition, % at 10.9 µM | Q07817 | GST-Bcl-xL / FITC-Bim BH3 peptide fluorescence polarization | actives 0.7% (n = 320,000) | AID 2129;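 active means inhibition above the mean of all tested compounds plus 3 SD, cutoff set per campaign, cut at about 30% in these data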;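 further: 0% = DMSO wells and 100% = unlabeled Bim-BH3 peptide competitor; inhibitors lower millipolarization by displacing the labeled peptide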
Target sequence (Q07817 whole entry, looked up): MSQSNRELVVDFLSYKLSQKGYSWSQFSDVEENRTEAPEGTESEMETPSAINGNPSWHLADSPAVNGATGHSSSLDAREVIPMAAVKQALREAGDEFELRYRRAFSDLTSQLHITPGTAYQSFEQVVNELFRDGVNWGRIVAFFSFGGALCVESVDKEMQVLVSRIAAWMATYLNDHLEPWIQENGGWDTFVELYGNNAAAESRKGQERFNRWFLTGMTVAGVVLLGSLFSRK
Efflux pump inh: antifungal efflux pump inhibition, Nile Red retention; actives 0.44% (n = 330,000); inhibition, % at 10 µM; S. cerevisiae Candida pump triplex; AID 485275;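 active means plate passing quality check with inhibition over a set limit, or well fluorescence over plate mean plus 4 SD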;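 further: Nile Red retained in pooled yeast measured as flow cytometry median fluorescence; 0% = buffer negative control and 100% = Enniatin B positive control; higher means more Nile Red kept so more efflux inhibition; some compounds called inactive have numbers as strong as hits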
EBNA-1 inh: blocks EBNA-1 binding to DNA. EBNA-1 DNA binding, fluorescence polarization. inhibition, % at 14.8 µM. actives 0.34% (n = 300,000). AID 1950; in the data active means inhibition above about 28%
Fam108B counter: blocks mouse Fam108B hydrolase in RBBP9 counter-screen. recombinant Fam108B, FP-Rh probe fluorescence polarization. inhibition, % at 9.51 µM. actives 0.33% (n = 300,000). AID 1947;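 active means inhibition above the screen mean inhibition plus 3 SD, computed separately per campaign, cut at about 18% in these data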;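 further: inhibitors lower polarization as less probe binds the enzyme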
GLD-1 RNA inh: GLD-1-TGE RNA interaction inhibition (C. elegans); Q17339; purified GLD-1 + fluorescein TGE RNA, fluorescence polarization; inhibition, % at 5.96 µM; actives 0.44% (n = 320,000); AID 2280;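 active means percent inhibition above a per-plate cutoff, the plate mean of test compounds plus 3 SD, cut at about 30% in these data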;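 further: 0% = DMSO wells with GLD-1 and probe and 100% = wells lacking GLD-1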
Target sequence (Q17339 whole entry, looked up): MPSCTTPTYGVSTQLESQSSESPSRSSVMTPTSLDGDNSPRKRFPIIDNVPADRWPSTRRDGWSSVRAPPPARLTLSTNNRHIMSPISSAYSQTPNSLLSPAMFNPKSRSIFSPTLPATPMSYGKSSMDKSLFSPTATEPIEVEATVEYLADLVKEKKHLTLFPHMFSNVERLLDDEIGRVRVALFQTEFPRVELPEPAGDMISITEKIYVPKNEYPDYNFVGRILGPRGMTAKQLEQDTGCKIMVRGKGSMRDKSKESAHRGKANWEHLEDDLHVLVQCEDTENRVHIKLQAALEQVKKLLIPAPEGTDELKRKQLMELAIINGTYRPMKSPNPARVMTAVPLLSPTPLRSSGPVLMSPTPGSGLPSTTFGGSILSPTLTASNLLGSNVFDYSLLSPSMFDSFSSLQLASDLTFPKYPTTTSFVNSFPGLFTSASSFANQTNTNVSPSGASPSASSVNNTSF
MCL1 BIM primary: inhibitors of human MCL1 binding to BIM-BH3 peptide | Q07820 | GST-MCL1 / FITC-Bim-BH3 fluorescence polarization | inhibition, % at 10.9 µM | actives 0.68% (n = 320,000);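 active means inhibition above the mean inhibition of all tested compounds plus 3 SD, set per campaign, cut at about 40% in these data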;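 further: 0% = DMSO wells and 100% = unlabeled Bim-BH3 peptide control; higher means more loss of mP so more displacement of Bim peptide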
MEX-5 binding: C. elegans MEX-5 TCR-2 RNA binding activity; activity score (negative = inhibition of binding), % at 10 µM; Q9XUB2; MEX-5/FITC-TCR2 RNA binding, fluorescence polarization; active compounds read low; AID 1832; actives 0.38% (n = 300,000);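 active means inhibition past about -25% in most replicates, and total fluorescence under double the plate's negative control median, limit read from the data; inconclusive means replicates evenly split on the limit, or fluorescence at least double controls; inactive means too little inhibition in most replicates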;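 further: 0% = DMSO and -100% = 5 µM competing unlabeled TCR2 RNA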
ZTA DNA inh: ZTA (EBV) inhibition in EBNA-1 counter-screen; P03206; inhibition, % at 11 µM; actives 0.15% (n = 320,000); ZTA-DNA binding, fluorescence polarization; in the data active means inhibition above about 33%
Target sequence (P03206 whole entry, looked up): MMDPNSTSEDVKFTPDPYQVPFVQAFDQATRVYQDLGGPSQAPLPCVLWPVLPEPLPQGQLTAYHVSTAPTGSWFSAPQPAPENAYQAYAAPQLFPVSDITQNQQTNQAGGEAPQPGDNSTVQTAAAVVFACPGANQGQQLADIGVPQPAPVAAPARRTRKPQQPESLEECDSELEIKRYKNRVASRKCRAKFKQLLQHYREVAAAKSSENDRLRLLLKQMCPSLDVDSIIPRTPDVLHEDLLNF
Yeast superoxide: caloric restriction mimetics inhibiting age-related superoxide in yeast. S. cerevisiae aged cells, superoxide DHE fluorescence; active compounds read low. superoxide response (% of plate mean), % at 10 µM. actives 0.18% (n = 330,000). AID 2690;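 active means superoxide response under a set limit, about three screen SD below normal, cut at about 65% in these data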;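 further: yeast aged for seven days with compound at 30 °C before DHE staining; 100% = average MFI of all compound-treated wells on the plate with controls excluded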
The depositor's hits bear a star; ? = inconclusive; . = no result given; + = active, no number.

SMILES	BCLXL inh	Efflux pump inh	EBNA-1 inh	Fam108B counter	GLD-1 RNA inh	MCL1 BIM primary	MEX-5 binding	ZTA DNA inh	Yeast superoxide
O=C(Nc1cc2ccccc2oc1=O)c1ccccc1	2	-0.2	6	1	4	-1	-1.7	7	98
CCOC(=O)C(C)Oc1cccc2c(=O)n(CC(=O)Nc3ccc(OCC)cc3)ccc12 (stereo not drawn)	4	0.2	0	8	-4	18	-1.2	4	88
CCOc1ccc(NC(=O)c2ccc(CSc3nnc(C)s3)cc2)cc1	-2	-0.1	4	-2	5	-3	-2.4	-5	101
O=C(CN1CCC(C(=O)c2cccc(Cl)c2)CC1)Nc1ccc(C(=O)O)cc1	10	0.0	7	0	0	4	1.6	6	99
CCC1CCCCN1CCn1c(=S)[nH]c2cc(OC)c(OC)cc2c1=O (stereo not drawn)	1	0.1	-1	-3	4	-6	2.7	-3	97
O=C(CSc1nc(-c2ccccc2)cc(C(F)(F)F)n1)N1CCOCC1	6	-0.1	-3	0	8	5	-0.7	5	101
Cc1ccc2c(c1)N(CC(=O)NC1CCC(C)CC1)C(=O)CO2 (stereo not drawn)	-1	0.0	9	-2	6	0	3.4	11	107
CC(C)C[C@@H](CSc1ccccc1)N1CCN(CCc2ccccc2)CCC1=O	12	-0.2	3	4	2	5	0.8	15	88
COc1ccc(NC(=O)CSCC(=O)N(C)CC(=O)Nc2cccc3ccccc23)cc1	-8	-0.1	7	2	4	-11	1.9	1	83
O=C(CCC1CCCC1)N=C1SC2CS(=O)(=O)CC2N1c1ccccc1F (stereo not drawn)	-1	-0.3	1	5	-9	2	1.5	1	82

Overlap with the part before: three entries; new compounds follow.
SMILES	BCLXL inh	Efflux pump inh	EBNA-1 inh	Fam108B counter	GLD-1 RNA inh	MCL1 BIM primary	MEX-5 binding	ZTA DNA inh	Yeast superoxide
CC(C)C[C@@H](CSc1ccccc1)N1CCN(CCc2ccccc2)CCC1=O	12	-0.2	3	4	2	5	0.8	15	88
COc1ccc(NC(=O)CSCC(=O)N(C)CC(=O)Nc2cccc3ccccc23)cc1	-8	-0.1	7	2	4	-11	1.9	1	83
O=C(CCC1CCCC1)N=C1SC2CS(=O)(=O)CC2N1c1ccccc1F (stereo not drawn)	-1	-0.3	1	5	-9	2	1.5	1	82
O=C(Nc1nc(=S)ss1)c1ccc(Cl)cc1Cl	3	0.5	-7	-3	8	4	-0.1	-13	103
C/C(=N\NS(=O)(=O)c1ccc([N+](=O)[O-])cc1)c1c[nH]c2ccccc12	8	0.2	4	3	-5	5	-2.5	5	109
O=C(Nc1ccc(Cl)cn1)C1CCN(c2ncnc3c2nc2n3CCCCC2)CC1	3	0.5	-11	-3	10	-5	2.1	0	84
CC(=O)Nc1c(O)nc(SCC(=O)Nc2nnc(CC(C)C)s2)[nH]c1=O	3	0.0	0	3	8	4	.	-5	94
CN(C)C(=S)NC(=NCc1ccc([N+](=O)[O-])cc1)c1ccccc1	2	0.4	-8	-2	-7	-4	5.0	-5	87
Cc1ccccc1-c1nc(CS(=O)CC(=O)NCCCN(C)c2ccccc2)c(C)o1 (stereo not drawn)	2	0.5	-14	2	1	4	0.5	8	99
Cc1ccc(NC(=O)c2cccc(OCc3c(C)noc3C)c2)cc1	2	-0.2	9	2	4	1	0.9	24	77
Cc1ccc(/C=C/C(=O)N(Cc2cccs2)C2CCS(=O)(=O)C2)cc1 (stereo not drawn)	0	0.1	2	1	0	4	2.9	-2	93
CCOC(=O)C1CCN(C(=O)C(=O)Nc2ccc3nc4n(c(=O)c3c2)CCCCC4)CC1	-2	-0.1	-8	1	6	-2	-3.1	-8	90
Cc1ccc(CC(=O)NCCS(=O)c2ccc(C)cc2)cc1 (stereo not drawn)	4	0.1	0	-1	7	-3	1.0	-2	114
Cc1ncc(N=Nc2ccccc2)c(-c2ccccc2)n1	3	-0.1	9	1	-1	1	-1.0	-4	95
COc1ccc(NC(=O)c2ccc(NC(=O)c3ccncc3)cc2)cc1	-4	0.2	1	-1	-1	-9	0.4	-3	106
O=[N+]([O-])c1cc(/C=N/N2CCOCC2)cs1	3	-0.1	-6	-1	0	-4	-1.5	5	98
Cc1ccc(C2CC(c3cccs3)=NN2C(=O)CSC2=NCCS2)cc1 (stereo not drawn)	0	0.0	1	-4	6	-4	0.0	2	109
COc1ccc(CC(=O)Nc2nn(C)c3nc4c(C)cccc4cc23)cc1	2	0.0	27	-2	9	0	1.8	-13	104
COc1ccc(C(CNC(=O)c2cccc(S(=O)(=O)Nc3ccccc3OC)c2)N2CCCC2)cc1 (stereo not drawn)	0	0.1	-8	-2	-10	1	2.3	-5	89
Cc1c(C(=O)N2CCN(c3ccccc3F)CC2)sc2nc(-c3ccccc3)cn12	4	-0.1	5	1	4	3	-2.2	17	108
Cc1cc(=O)oc(C)c1C(=O)Nc1ccc(Cl)cn1	-2	-0.1	-12	0	3	0	-3.8	1	90
CCOc1ccccc1N1C(=O)c2cccnc2C1=O	6	0.1	-3	6	1	-1	-0.1	3	94
c1ccc(Cc2nc3ccccc3[nH]2)cc1	3	-0.1	-12	9	2	-2	-0.4	-33	98
Cc1c(C(=O)Nc2ccc3c4c(cccc24)CC3)cccc1[N+](=O)[O-]	5	0.3	-11	-7	2	0	0.8	-10	87
CC(=O)c1ccc(N2CCN(C(=O)C3CCN(S(=O)(=O)c4ccc5c(c4)CC(C)N5C(=O)C4CC4)CC3)CC2)cc1 (stereo not drawn)	1	40*	0	-5	-4	0	1.7	17	90
O=C(O)CCNS(=O)(=O)c1ccc(Oc2ccccc2Cl)cc1	5	0.0	-2	2	7	2	-2.5	-14	108
COC(=O)C1OC2(OC1C(=O)OC)c1ccccc1-c1ccccc12 (stereo not drawn)	2	-0.2	-6	4	-6	-1	-1.3	18	114
Cc1cc(=O)n(CCO)c(O)c1C#N	12	0.0	3	0	26	10	-9.6	-4	83
COc1cc2cc(CN(CCO)C(=O)c3cccs3)c(=O)[nH]c2cc1OC	5	-0.1	-4	-1	4	2	3.5	-23	99
Nc1nonc1C(=O)NCCNC(=O)c1cccc(Cl)c1	2	0.0	1	-3	-1	8	1.8	1	97
Cc1c(C)n(C)c2ccc(C(=O)N3CCN(c4ccccc4)CC3)cc12	3	-0.4	2	0	3	4	0.7	13	92
CCn1ncc(CNC(=O)C2(C)CC2(Cl)Cl)c1C (stereo not drawn)	2	-4.2	7	2	5	8	-1.1	-7	94
COC(=O)c1ccc(NC(=O)Cn2nnc(-c3cccs3)n2)cc1	2	0.2	-13	1	1	-1	-1.4	-2	108
Cc1cc2nc3c(=O)[nH]c(=S)[nH]c3nc2cc1NC(=O)C(F)(F)F	+	0.4	-3	-1	185*	+	?	5	70
O=C(O)c1cccc(NC(=O)c2ccc(N3C(=O)c4ccc(C(=O)Nc5cccc(C(=O)O)c5)cc4C3=O)cc2)c1	3	0.0	5	0	7	-2	-0.8	14	100
O=C1CN=C(Nc2ccc(Cl)cc2)N1c1ccccc1	1	0.0	-12	-2	2	-1	1.5	-11	107
Cc1c(-n2c(=O)n(Cc3ccccc3)c(=O)c3[nH]cnc32)cccc1S(C)=O (stereo not drawn)	2	0.0	1	-4	-1	2	2.0	-1	88
Cc1ccccc1NS(=O)(=O)c1ccc(C(=O)N2CCCC(C(F)(F)F)C2)cc1 (stereo not drawn)	-1	0.1	-5	1	4	-1	0.1	3	99
CC(C)(O)[C@H](O)COc1c2ccoc2cc2oc(=O)ccc12	4	0.1	-13	0	-7	3	2.1	14	101
Cc1ccc(OCC(=O)OCC(=O)N2c3ccccc3CC2C)cc1C (stereo not drawn)	7	0.0	.	.	6	9	.	2	87
CCOC(=O)N1CCN(C(=O)CSCc2ccc(Cl)cc2)CC1	5	0.2	4	-3	3	4	1.4	0	96
CC(C)OC(=O)CN1CCN(c2ccc(Cl)cc2)CC1	-9	-0.2	9	-2	0	-11	-1.3	-2	117
c1ccc(-c2cc(-c3ccccc3)n3ncnc3n2)cc1	1	0.0	-2	1	-5	-4	0.0	14	93
CC(C)=Cc1c(O)nc2ccccn2c1=O	0	-0.1	1	-3	4	-2	-1.8	0	98
CC(Oc1ccc(Cl)cc1Cl)C(=O)NNC(=O)C(=O)N1CCCC1 (stereo not drawn)	4	0.1	13	-1	-7	5	0.0	21	89
O=C(O)c1csc(-c2ccc(Cl)cc2)n1	5	-0.1	6	1	1	2	-1.2	-21	125
S=C(Nc1ccccc1Cl)NC1CC2CCCC(C1)N2C1CC1 (stereo not drawn)	5	0.0	8	0	3	7	0.1	16	115
OCCCCNCc1ccc(OCc2ccccc2)cc1	4	-0.1	4	2	1	5	0.9	1	98
Cc1ccc(NC(=O)CCSc2nnnn2-c2ccc3c(c2)OCO3)cc1C	-2	0.0	7	1	1	-2	-1.7	-3	92
O=C(c1ccc(Cl)cc1)N1CCC(O)(CSc2ccc(Cl)cc2)CC1	1	0.0	4	-1	2	0	.	-21	112
CCOC(=O)c1ccccc1N=Cc1c(O)c2ccccc2oc1=O	2	0.1	-3	-5	-8	2	2.2	4	101
CCOc1ccc(NS(=O)(=O)c2ccc(C(=O)NCc3ccncc3)cc2)cc1	1	-0.1	-3	0	-1	-7	0.0	-23	101
CC(C)(C)NC(=S)NNC(=O)c1ccncc1	5	0.0	-9	1	3	8	-1.0	6	108

Further entries:
SMILES	BCLXL inh	Efflux pump inh	EBNA-1 inh	Fam108B counter	GLD-1 RNA inh	MCL1 BIM primary	MEX-5 binding	ZTA DNA inh	Yeast superoxide
O=C(NCC(=O)N1CCN(c2ccccc2O)CC1)c1ccccc1	7	-0.1	22	0	4	2	0.0	5	90
CCC(OC(=O)c1nsc(Cl)c1Cl)C(=O)NCc1cccs1 (stereo not drawn)	6	0.0	-7	2	5	11	1.0	8	101
Cc1nc(SC(C)C(=O)c2c(N)n(C)c(=O)n(C)c2=O)c2c(C)c(C)sc2n1 (stereo not drawn)	4	0.0	1	0	3	2	3.5	9	101
Cc1ccccc1NC(=O)CN1C(=O)NC2(CCc3ccccc32)C1=O (stereo not drawn)	4	0.2	.	.	-1	5	.	2	106
COc1ccc(NC(=O)c2nc(S(=O)(=O)Cc3cccc(C)c3)ncc2Cl)c(OC)c1	2	0.0	-15	-6	3	1	1.4	-4	109
COc1ccc(CNC(=S)Nc2ccc3nc(N4CCOCC4)cc(C)c3c2)cc1	4	0.0	-5	1	0	20	-0.9	0	94
CSc1c(C#N)c(N)nc2sc(C(=O)c3ccc(Cl)c(Cl)c3)c(N)c12	8	0.0	-7	3	-4	0	?	-5	119
COc1cc(NC(=O)C2CCCCC2)c(OC)cc1NC(=O)CCC(=O)NCc1ccco1	6	0.2	-8	1	3	13	0.0	-13	106
O=C(OCC(=O)N1CCc2ccccc2C1)c1ccc(OC(F)F)cc1	0	-0.1	.	.	2	1	.	3	114
CCCNC(=O)Cn1cnc2sc(C(=O)N3CCN(CCC)CC3)c(C)c2c1=O	5	-0.1	3	8	0	8	0.8	2	80
O=C(Cc1ccc(Nc2nc3ccc(Br)cc3[nH]2)cc1)NCCc1cccs1	1	-0.2	12	14	0	8	1.7	-5	96
O=C(c1cc(C2CC2)on1)N1CCCC(N2CCN(c3cccc(C(F)(F)F)c3)CC2)C1 (stereo not drawn)	1	0.0	10	2	1	6	-1.0	0	109
Cc1ccc(N2CC(C(=O)NCC3CCCO3)CC2=O)cc1Cl (stereo not drawn)	4	-0.1	-1	6	6	4	0.2	-11	100
N=C(N)SCc1ccccc1Cl	0	0.1	0	2	2	2	-0.5	3	93

Compound activity from PubChem BioAssay.
